# Assay outcomes from PubChem.
# NSD2 inh = NSD2 (human) methyltransferase inhibition; O96028; NSD2 peptide methylation, AlphaScreen, 120 min; inhibition, % at 12.5 µM; 310,000 compounds, 0.54% hits; AID 743445; in the data active = inhibition above about 50%
# Target sequence (O96028 whole entry, looked up): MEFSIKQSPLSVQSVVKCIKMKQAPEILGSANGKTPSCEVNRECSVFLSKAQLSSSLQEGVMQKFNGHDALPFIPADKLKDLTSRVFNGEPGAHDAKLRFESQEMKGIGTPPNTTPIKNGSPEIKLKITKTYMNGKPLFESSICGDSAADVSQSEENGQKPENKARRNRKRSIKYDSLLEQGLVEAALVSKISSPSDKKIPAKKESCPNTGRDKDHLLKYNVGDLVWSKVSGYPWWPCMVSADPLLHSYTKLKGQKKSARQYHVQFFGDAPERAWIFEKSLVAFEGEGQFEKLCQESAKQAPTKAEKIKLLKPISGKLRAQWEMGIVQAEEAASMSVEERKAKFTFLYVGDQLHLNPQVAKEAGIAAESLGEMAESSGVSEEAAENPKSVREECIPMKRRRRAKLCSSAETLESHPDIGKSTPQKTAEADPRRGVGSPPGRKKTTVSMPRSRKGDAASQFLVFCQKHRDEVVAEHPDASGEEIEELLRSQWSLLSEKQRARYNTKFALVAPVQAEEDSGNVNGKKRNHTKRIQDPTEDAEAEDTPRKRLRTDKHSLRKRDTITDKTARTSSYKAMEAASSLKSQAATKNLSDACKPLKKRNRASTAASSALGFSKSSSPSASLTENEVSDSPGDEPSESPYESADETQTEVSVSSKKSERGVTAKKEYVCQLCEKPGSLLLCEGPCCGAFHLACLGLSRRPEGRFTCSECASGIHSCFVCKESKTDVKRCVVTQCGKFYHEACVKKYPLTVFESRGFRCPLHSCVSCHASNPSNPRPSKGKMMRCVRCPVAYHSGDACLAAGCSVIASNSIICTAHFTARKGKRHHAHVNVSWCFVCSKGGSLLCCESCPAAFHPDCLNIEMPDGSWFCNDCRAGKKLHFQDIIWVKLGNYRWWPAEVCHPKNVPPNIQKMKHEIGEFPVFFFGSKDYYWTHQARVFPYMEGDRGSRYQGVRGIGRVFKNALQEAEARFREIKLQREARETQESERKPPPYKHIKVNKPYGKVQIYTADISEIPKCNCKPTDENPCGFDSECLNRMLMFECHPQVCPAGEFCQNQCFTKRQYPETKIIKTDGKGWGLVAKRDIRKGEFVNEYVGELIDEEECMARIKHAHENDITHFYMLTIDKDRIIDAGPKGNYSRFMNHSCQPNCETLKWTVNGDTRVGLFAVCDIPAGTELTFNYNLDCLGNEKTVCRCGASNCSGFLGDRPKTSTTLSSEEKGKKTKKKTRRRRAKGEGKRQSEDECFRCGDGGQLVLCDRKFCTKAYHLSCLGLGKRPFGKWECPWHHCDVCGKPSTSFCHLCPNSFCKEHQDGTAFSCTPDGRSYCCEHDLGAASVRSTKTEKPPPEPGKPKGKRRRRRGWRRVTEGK
# * hit, by the source's call. These rows are one share of the data; count on the stated rates, not on these rows.
SMILES,NSD2 inh
C=CCn1c(COc2ccc(C)cc2)nnc1SCC(=O)Nc1ccc(Oc2ccccc2)cc1,0
CCN(CC)C(=O)c1cccc(-c2csc(C(O)c3ccc(F)c(F)c3)n2)c1 (stereo unspecified),0
Cc1nc2ccc(NC(=O)c3cc(Cl)ccc3F)cc2c(=O)[nH]1,4
COc1cc(F)ccc1-c1csc(C(O)c2ccc(F)cc2)n1 (stereo unspecified),12
COc1ccccc1-c1cnc(C(O)c2c(C)cccc2C)[nH]1 (stereo unspecified),4
O=C(Nc1ccc(Cl)cc1)C1Cc2c(-c3ccc(Cl)cc3)ccnc2O1 (stereo unspecified),2
Cc1ccc(CN2CCC2(C)C(=O)NC2CCc3ccccc32)cc1 (stereo unspecified),0
c1ccc2c(c1)Nc1nc3ccccc3nc1N2,-7
COCc1cccc(-c2csc(C(O)c3ccccc3)n2)c1 (stereo unspecified),2
CCn1c(Cc2cccs2)nnc1SCC(=O)Nc1ccc(Cl)cc1C,-1
CNc1ccc(-c2cccc(CO)c2)cn1,1
CC1(C(=O)NS(=O)(=O)Cc2cccc(Cl)c2)CCN1C(=O)C1CCCCC1 (stereo unspecified),0
CC1(Oc2ccccc2-c2ccno2)CCN(Cc2ccc(-c3ccccc3)o2)C1 (stereo unspecified),6
CSCCCNC(=O)C1CCN(S(=O)(=O)c2ccc3[nH]c(=O)oc3c2)CC1,-4
CNc1cc(-c2ccc(O)cc2C)ncn1,-1
CNc1cncc(-c2ccc(CN(C)C)cc2)n1,18
Cc1ccccc1-c1csc(C(O)(c2ccccc2)C(F)(F)F)n1 (stereo unspecified),-7
O=C(NCCc1c[nH]c2ccccc12)OCc1cn(Cc2ccc(F)c(F)c2)nn1,0
Cn1c(=O)c2cc(NC(=O)CCc3cccc(Cl)c3)ccc2n1Cc1cccc(C(F)(F)F)c1,0
CCCCNC(=O)C1(C)CCCCN1C(=O)c1ccc2c(c1)CCO2 (stereo unspecified),0
Cc1ccc(S(=O)(=O)NC(=O)C2(C)CCN2C(=O)C2(c3ccc(Cl)cc3)CC2)cc1 (stereo unspecified),3
COc1cc(OC)nc(Nc2nc(C(N)Cc3ccc(C(F)(F)F)cc3)cs2)n1 (stereo unspecified),-1
COc1ccccc1CNC(=O)NCCCN1CCN(c2ccc(F)cc2)CC1,8
Cc1cccc(N(C)c2cc(-c3ccc(F)cc3)nc3ccnn23)c1,-14
COc1ccccc1-c1csc(C(O)(c2ccccc2)C(F)(F)F)n1 (stereo unspecified),-2
CCCCn1c(SCc2cc(=O)n3ccsc3n2)nc2cc(C(=O)OC)ccc2c1=O,-3
COc1ccc(Sc2cccc(Cl)c2)c(C(=O)O)c1,4
Cc1cc2c(c(=O)o1)C1(C)CC(C)(O2)c2c(cc(C)oc2=O)O1,-1
COc1cccc(C(O)c2nc(-c3ccc4ccccc4c3)cs2)c1 (stereo unspecified),1
CC1(Cc2ccc(OC(F)(F)F)cc2)C(=O)Nc2ccc(S(=O)(=O)NC3CCCCC3)cc21 (stereo unspecified),-2
CC1(C(=O)Nc2cnc3ccccc3c2)CCN1C(=O)CC(c1ccccc1)c1ccccc1 (stereo unspecified),1
CCc1noc2cc(-c3ccccc3)n(C)c(=O)c12,-5
COC(=O)C1=C(C)N(C)C(=NCc2ccc(C(F)(F)F)cc2)NC1c1ccccc1C(F)(F)F (stereo unspecified),-2
CCNC(=O)C1(C)CCN(C(=O)c2cc(OC)c(OC)c(OC)c2)C1 (stereo unspecified),0
CCCS(=O)(=O)NC(=O)C1(C)CCCN(C(=O)c2cc(F)ccc2C)C1 (stereo unspecified),-2
CC(C)CN1CN(S(=O)(=O)c2cccs2)c2nc3ccccc3nc21,-1
COc1cc(OC)cc(C(=O)Nc2ccc(S(=O)(=O)Nc3cc(C)nc(C)n3)cc2)c1,-2
CC1(C(=O)NS(=O)(=O)Cc2ccccc2)CCN1C(=O)Cc1cc(F)ccc1F (stereo unspecified),0
CCCOC(=O)c1cc(NC(=O)/C=C/c2ccccc2)ccc1O,-3
OC[C@@H]1CN(Cc2ccccc2)C[C@H](n2cnc3c(NC4CCCC4)ncnc32)O1,-4
COc1ccc(NC(=O)NC2CCN(S(=O)(=O)c3ccc(F)cc3)CC2)cc1OC,1
O=C(CSc1nnc(-c2cccnc2)n1-c1ccc(Cl)cc1)Nc1ccc(S(=O)(=O)Nc2nccs2)cc1,2
CC1(C(=O)NC2CCN(Cc3ccccc3)CC2)CCN1CCc1ccccc1 (stereo unspecified),6
COc1ccc(C(=O)N2CCOCC2c2cc(C(=O)NCc3ccccc3)no2)cc1 (stereo unspecified),-8
Cc1ccc(Cl)cc1NC(=O)COC(=O)c1ccc(N2CCCC2)c([N+](=O)[O-])c1,-1
COc1ccc(CCNC(=O)Nc2nc(C(N)Cc3ccccc3)cs2)cc1OC (stereo unspecified),4
CC(C)CN1CCC(C(=O)NC(c2ccc(F)cc2)c2ccc3ccccc3n2)CC1 (stereo unspecified),1
FC(F)(F)c1ccccc1CN1CCCc2nc(-c3ccc(Br)cc3)ccc21,1
O=C1C[C@H](c2ccc3ccccc3c2)N=C2N1/C(=C\c1ccccc1)[C@@H](c1ccccc1C(F)(F)F)N2Cc1ccc2c(c1)OCO2,-3
CCCCCCn1c(COc2ccccc2F)nnc1SCC(=O)c1c(N)n(C)c(=O)n(C)c1=O,-3
O=C(NC(c1ccc(F)cc1)c1ccc2ccccc2n1)C1CCN(Cc2cccc(C(F)(F)F)c2)CC1 (stereo unspecified),17
CC(=O)N1CCc2cc(S(=O)(=O)NCCC(=O)N(C)Cc3ccccc3F)ccc21,-4
CCOc1ccc(NC(=O)c2nn(-c3ccc(OC)cc3OC)c(=O)c3ccccc23)cc1,-2
O=C(Nc1ccccc1)c1cc(C2CCCCN2C(=O)c2ccccc2)on1 (stereo unspecified),-1
CCc1nc2ccc(C(=O)NCc3ccc4c(c3)OCO4)cn2c1N(CC)Cc1cccc(Br)c1,0
CCc1nc2ccc(C(=O)Nc3cccc(NS(C)(=O)=O)c3)cn2c1N(CC)Cc1cccc(Br)c1,0
CCCS(=O)(=O)NC(=O)C1(C)CCN(C(=O)c2cc3ccccc3s2)C1 (stereo unspecified),1
CCCC(=O)N1CCC1(C)C(=O)Nc1ccccc1-c1ccccc1 (stereo unspecified),-1
CC1(C(=O)NS(=O)(=O)Cc2ccccc2C(F)(F)F)CCN1C(=O)c1cccc(F)c1 (stereo unspecified),0
CC1=NOC(=O)/C1=C/c1ccc(N(C)C)cc1,0

# Ordered by count of non-hydrogen atoms (high to low): part of the list above
SMILES,NSD2 inh
CCOc1ccc(NC(=O)c2nn(-c3ccc(OC)cc3OC)c(=O)c3ccccc23)cc1,-2
CC1(C(=O)NS(=O)(=O)Cc2ccccc2C(F)(F)F)CCN1C(=O)c1cccc(F)c1 (stereo unspecified),0
COc1ccc(NC(=O)NC2CCN(S(=O)(=O)c3ccc(F)cc3)CC2)cc1OC,1
COc1cc(OC)nc(Nc2nc(C(N)Cc3ccc(C(F)(F)F)cc3)cs2)n1 (stereo unspecified),-1
O=C(Nc1ccccc1)c1cc(C2CCCCN2C(=O)c2ccccc2)on1 (stereo unspecified),-1
CCCS(=O)(=O)NC(=O)C1(C)CCN(C(=O)c2cc3ccccc3s2)C1 (stereo unspecified),1
COc1ccc(Sc2cccc(Cl)c2)c(C(=O)O)c1,4

# (listing goes on)
SMILES,NSD2 inh
OC(c1nc2ccccc2[nH]1)C(O)C(O)C(O)c1nc2ccccc2[nH]1 (stereo unspecified),-2
CC(=O)c1cccc(NC(=O)c2cccc3c(-c4cccnc4)coc23)c1,-1
CCNC(=S)NNC(=O)CSc1nc2ccccc2c(=O)n1-c1ccc(Cl)cc1,-10
COc1ccccc1CCNC(=O)CSc1nc2c([nH]1)c(=O)n(C)c(=O)n2C,-2
CC1(C(=O)NS(=O)(=O)c2cccc(C#N)c2)CCN1C(=O)C1(c2ccc(Cl)cc2)CC1 (stereo unspecified),-2
CCCNC(=O)C1(C)CCN(C(=O)c2cc(C(C)(C)C)nn2C)C1 (stereo unspecified),-3
COc1ccccc1C(=O)N(Cc1ccccn1)CC1CCCO1 (stereo unspecified),-1
CCCC(=O)N1CCC1(C)C(=O)NS(=O)(=O)c1ccccc1Cl (stereo unspecified),4
Cc1ccc(OCCn2cnc3sc(C(N)=O)c(C)c3c2=O)cc1,0
COc1ccc(CC(N)c2csc(NC(=O)c3cc(C(C)(C)C)nn3Cc3ccccc3)n2)cc1 (stereo unspecified),1
CC1(C(=O)NS(=O)(=O)c2cccc(Cl)c2)CCN1C(=O)c1ccccc1 (stereo unspecified),0
CC1(C(=O)NS(=O)(=O)c2cccc(Cl)c2)CCN1C(=O)C1(c2ccc(Cl)cc2)CCC1 (stereo unspecified),9
COc1ccc(CNCC#Cc2ccccc2)cc1,-12
CCCCNS(=O)(=O)c1cccc(NC(=O)[C@H]2C[C@H](O)[C@@H](CO)O2)c1,0
COC(=O)CC1CC2(C(=O)OC)c3[nH]c4ccccc4c3CCN2C1=O (stereo unspecified),3
c1ccc(CNc2nc(Oc3ccncc3)c3sccc3n2)cc1,-4
Cc1cccc(N2CCN(C(=O)c3cc(S(=O)(=O)N(C)C)ccc3Cl)CC2)c1C,-1
Cc1ccccc1C1N=C2Oc3ccccc3C=C2C(=O)N1 (stereo unspecified),0
c1cnn2c(-c3ccc4c(c3)CCO4)cnc2c1,1
CCCCNC(=O)C1CCCN1C(=O)NCc1ccccc1OC (stereo unspecified),48
CCc1nc2ccc(C(=O)N(C)CCN(C)C)cn2c1N(C)Cc1cc2ccccc2s1,8
CC1(C(=O)NS(=O)(=O)c2ccccc2Cl)CCN1C(=O)CCc1ccccc1 (stereo unspecified),1
CCOC(=O)N1CCN(C(C(=O)NC2CCCC2)c2ccco2)CC1 (stereo unspecified),35
O=C(NCc1cc(Cl)cc(Cl)c1)c1csc(COCCO)n1,6
C/C(=N/NC(=O)c1ccoc1C)c1cccs1,-2
COc1ccc(CCNC(=O)c2ccc3c(c2)ncn3C2CCCCC2)cc1,-1
CCOc1ccc(Cl)cc1-c1cc(C(=O)Nc2ccc(OC)nc2)[nH]n1,4
CCC[C@H]1OC(=O)[C@@H]2CCCN2C(=O)[C@H]([C@H](C)Cc2ccccc2)NC(=O)[C@@H]2CCCN2C(=O)[C@@H]2CCCN2C(=O)[C@H](C(C)C)OC(=O)[C@@H]2CCCN2C(=O)[C@H](C(C)C)NC(=O)C1(C)C,1
COC(=O)c1[nH]c2cccc(OC)c2c1NC(=O)CCN1CCN(c2ccccc2F)CC1,4
O=C(C(=Cc1ccc(O)cc1)c1ccccc1)c1ccccc1,7
O=C(NCc1ccccc1)c1cc(C2CCCCN2C(=O)c2cccs2)on1 (stereo unspecified),-2
COCCCNC(=O)C[C@@H]1C[C@@]2(C(=O)OC)CC(C)(C)CC=C2N(Cc2ccc3c(c2)OCO3)C1=O,0
CCOC(=O)c1c(-c2cccs2)csc1NC(=O)CNCCN1CCOCC1,1
CCCOc1cc(C)c(S(=O)(=O)N2CCOCC2)cc1C,-5
O=C(NCc1ccco1)C(=O)NN=Cc1ccccc1O,3
O=C1CCc2cc(S(=O)(=O)Nc3ccc4c(c3)OCCO4)ccc2N1,-3
COC(CNC(=O)[C@H](Cc1c[nH]c2ccccc12)NC1(C(=O)NC(c2ccccc2)c2ccccc2)CCCCC1)OC,0
Cc1cscc1-c1cc2nc(NCCCN(C)C)n(C)c(=O)c2s1,17
COc1cc(F)ccc1-c1cc(C(=O)NCc2cccs2)[nH]n1,-1
CNc1nc(NCCOc2ccccc2)c2sccc2n1,-3

# 4 of the entries above in order of the NSD2 inh value, ascending:
canonical_smiles	NSD2 inh
CNc1nc(NCCOc2ccccc2)c2sccc2n1	-3
COC(CNC(=O)[C@H](Cc1c[nH]c2ccccc12)NC1(C(=O)NC(c2ccccc2)c2ccccc2)CCCCC1)OC	0
O=C(NCc1ccco1)C(=O)NN=Cc1ccccc1O	3
O=C(NCc1cc(Cl)cc(Cl)c1)c1csc(COCCO)n1	6

# (listing goes on)
SMILES,NSD2 inh
O=C(CN(c1ccccc1)S(=O)(=O)c1ccccc1)N/N=C/c1ccc(OC2CSC2)cc1,-1
O=C(Nc1ccccc1)c1cc(C2CCCN(C(=O)C/C=C/c3ccccc3)C2)on1 (stereo unspecified),2
COc1ccc(CNCC(=O)Nc2cc(C)nn2-c2nc(C)cc(C)n2)cc1OC,1
CNC(=O)C1Cc2c(-c3ccc4c(c3)OCO4)ccnc2O1 (stereo unspecified),-4
Cc1ccccc1S(=O)(=O)N1CCCc2nc(-c3ccc(F)cc3)ccc21,-3
COc1ccc(-c2nnc(SCC(=O)NN=Cc3c(O)ccc4ccccc34)n2-c2ccc(OC)cc2)cc1,2
COC(=O)[C@]12C[C@H](CC(=O)N3CCSCC3)C(=O)N(Cc3ccc4c(c3)OCO4)C1=C[C@H](COCc1ccccc1)O[C@@H]2C,0
Cc1ccc(C(=O)Nc2nnc([C@H]3C[C@H](O)[C@@H](CO)O3)s2)cc1,0
CC1(C)CC(=O)C=C(Nc2ccccc2NC(=O)c2cccc(F)c2F)C1,15
OC(c1ccc(F)c(F)c1)c1nc(-c2cncnc2)cs1 (stereo unspecified),-2
CCn1c2ccccc2c2cc(C=NNC(=O)CSc3nc4ccccc4c(=O)n3-c3ccccc3)ccc21,0
O=C(NC(c1ccc2ccccc2n1)c1cccs1)C1CCN(Cc2cccc(C(F)(F)F)c2)CC1 (stereo unspecified),-1
COC(=O)[C@]12CCCCC=C1N(Cc1ccc3c(c1)OCO3)C(=O)[C@H](CC(=O)N1CCC(c3ccccc3)CC1)C2,-1
O=C(NC1CCCC1)N1CCC(c2nc3ccc(Cl)cc3[nH]2)CC1,1
CC1(C(=O)Nc2ccc(F)c(Cl)c2)Cc2c(-c3ccccc3)ccnc2O1 (stereo unspecified),-3
CCCc1nc2ccccc2n1C(CC)C(=O)NC(C)(C)C (stereo unspecified),0
OC(c1ccc(F)cc1)c1ncc(-c2ccccc2F)[nH]1 (stereo unspecified),1

# Looked up one by one from above, four records:
SMILES,NSD2 inh
COc1ccc(CNCC(=O)Nc2cc(C)nn2-c2nc(C)cc(C)n2)cc1OC,1
OC(c1ccc(F)cc1)c1ncc(-c2ccccc2F)[nH]1 (stereo unspecified),1
CCn1c2ccccc2c2cc(C=NNC(=O)CSc3nc4ccccc4c(=O)n3-c3ccccc3)ccc21,0
O=C(Nc1ccccc1)c1cc(C2CCCN(C(=O)C/C=C/c3ccccc3)C2)on1 (stereo unspecified),2
